Mtb RmlCD inh = M. tuberculosis RmlC/RmlD inhibition | P9WH09+P9WH11 | RmlC+RmlD coupled enzyme assay, percent inhibition; primary screen in compound mixtures | inhibition, % at 3.6 µM | 160,000 compounds, 0.03% hits | AID 1533; in the data active = inhibition mostly above about 34%, no sharp cut-off; also: some results filed as inactive read as strong as hits
Target sequence (P9WH09 whole entry, looked up): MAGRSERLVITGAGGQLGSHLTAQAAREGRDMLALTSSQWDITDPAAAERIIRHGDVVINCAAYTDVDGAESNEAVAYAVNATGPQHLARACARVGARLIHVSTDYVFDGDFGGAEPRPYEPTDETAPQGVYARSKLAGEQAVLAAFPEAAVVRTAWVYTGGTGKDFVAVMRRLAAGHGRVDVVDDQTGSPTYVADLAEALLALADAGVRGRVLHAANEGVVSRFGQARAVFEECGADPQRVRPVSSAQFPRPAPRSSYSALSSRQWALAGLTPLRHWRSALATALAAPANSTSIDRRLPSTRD
Target sequence (P9WH11 whole entry, looked up): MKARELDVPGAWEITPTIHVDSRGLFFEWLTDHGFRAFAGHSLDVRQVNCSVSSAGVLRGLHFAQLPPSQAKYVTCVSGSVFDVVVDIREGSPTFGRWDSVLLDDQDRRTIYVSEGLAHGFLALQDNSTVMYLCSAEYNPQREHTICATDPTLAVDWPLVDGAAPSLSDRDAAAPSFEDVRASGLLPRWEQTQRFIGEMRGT
M. tuberculosis GlmU = inhibition of mycobacterial GlmU enzyme – biochemical, glucosamine-1-phosphate acetyltransferase (AID 1376). M. tuberculosis GlmU acetyltransferase enzyme assay; higher % means a stronger effect. one-dose inhibition, %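 (tested at 30 µM in the primary screen)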; IC50 in µM for titrated hits. 220,000 compounds, 0.25% hits; in the data active = inhibition above about 13%;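 also: 0% = complete reaction with vehicle and 100% = reaction without substrate; strong numbers were not always called active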
An asterisk follows results filed as active; · = no result given. The list is partial. The share of hits here may be higher or lower than overall.

smiles | Mtb RmlCD inh | M. tuberculosis GlmU
[2H]c1c([2H])c([2H])c(C(=O)c2sc(N3CCCCCC3)nc2-c2ccccc2)c([2H])c1[2H] | -12.0 | ·
O=C(NC1CC1)c1ccc(-c2nc3ccccc3s2)s1 | -12.4 | 1.8%
CSc1ccc(-c2c(C#N)c(N)nc3c2c(C)nn3-c2ccccc2)cc1 | 6.6 | 4.6%
COC(=O)c1ccc2nc(-c3ccc(S(C)(=O)=O)cc3)cn2c1 | -12.1 | 1.2%
CCOC(=O)C(C(=O)Nc1ccccc1)C1CCCCC1 (configuration not stated) | -5.5 | 0.7%
CCCNC(=O)CSc1nnc(C)s1 | 9.0 | 3.5%
CC(=O)Oc1ccccc1C1OCCN1C(C)=O (configuration not stated) | -10.3 | -1.3%
Cc1ccc(-c2nnn(CC(=O)N(CCN3CCOCC3)C(C(=O)NC(C)(C)C)c3ccc(C)o3)n2)cc1 (configuration not stated) | -5.1 | 2.8%
COc1cc(/C=C(/Sc2nnc(-c3ccc(F)cc3)o2)C(=O)O)ccc1OC(F)F | 0.9 | 8.2%
Cc1ccccc1NC(=O)c1cccc2nccnc12 | 9.1 | -0.9%
Cc1cccc(C)c1NC(=S)N1CCC(N(C)CC2CCCO2)CC1 (configuration not stated) | · | -0.2%
CCOc1ccc(C(c2c(NC(=O)c3ccccc3)sc(C)c2C)N2CCN(C)CC2)cc1 (configuration not stated) | 8.0 | -1.8%
COc1cccc(OC)c1C(=O)Nc1nnc(C(C)C)s1 | · | 1.6%
COC(=O)c1cccc(S(=O)(=O)N2CCCCC2)c1 | · | 0.2%
COc1ccc(CNC(=O)c2cnc3cc(C)ccn3c2=O)cc1 | -8.7 | -0.1%

Overlap with the part before: six compounds, followed by the next part.
smiles | Mtb RmlCD inh | M. tuberculosis GlmU
Cc1ccccc1NC(=O)c1cccc2nccnc12 | 9.1 | -0.9%
Cc1cccc(C)c1NC(=S)N1CCC(N(C)CC2CCCO2)CC1 (configuration not stated) | · | -0.2%
CCOc1ccc(C(c2c(NC(=O)c3ccccc3)sc(C)c2C)N2CCN(C)CC2)cc1 (configuration not stated) | 8.0 | -1.8%
COc1cccc(OC)c1C(=O)Nc1nnc(C(C)C)s1 | · | 1.6%
COC(=O)c1cccc(S(=O)(=O)N2CCCCC2)c1 | · | 0.2%
COc1ccc(CNC(=O)c2cnc3cc(C)ccn3c2=O)cc1 | -8.7 | -0.1%
O=C1c2ccccc2C(=O)N1OCc1ccccc1[N+](=O)[O-] | -0.7 | 0.1%
CCN1CCS/C1=C/C=C/C1=[N+](CC)CCS1 | 8.0 | 7.8%
COc1ccc2cc(C(c3nnnn3CCc3ccccc3)N3CCCC(C)C3)c(=O)[nH]c2c1 (configuration not stated) | 8.9 | 3.8%
O=C(O)CCC(=O)Nc1nc2nccc(-c3ccccc3)n2n1 | 2.3 | -1.9%
Cc1[nH]n(-c2ccccc2)c(=O)c1N=Nc1cccc(S(=O)(=O)N2CCOCC2)c1 | -5.6 | -2.1%
O=C(CCN1C(=O)/C(=C/c2cccs2)SC1=S)NC1=NCCS1 | -1.3 | -1.7%
CCc1ccc(C(=O)Nc2ccc(OC)c(S(=O)(=O)N3CCOCC3)c2)cc1 | 5.2 | -0.3%
Cc1ccc(S(=O)(=O)NCC(=O)N(CC(=O)NCC2CCCO2)Cc2ccccc2)cc1 (configuration not stated) | 25.6 | 0.2%
CC(CCc1ccccc1)NS(=O)(=O)c1ccccc1 (configuration not stated) | -4.9 | -1.9%
CC(C)Cn1c(-c2ccccc2)nc(=S)c2c1CCCC2 | · | 1.1%
O=C(/C=C/c1ccc(Br)o1)NCCCN1CCOCC1 | · | 0.5%
CCC1(C)Cc2c(sc3nnn(CC(=O)Nc4cccc5ccccc45)c(=O)c23)CO1 (configuration not stated) | -1.4 | 2.2%
COc1ccc(NC(=S)Nc2cc(C(F)(F)F)ccc2F)cc1 | · | 0.9%
O=C(Cn1cc2c(n1)CCCC2)NCC1CCCO1 (configuration not stated) | · | 2.7%
O=C(Cn1nnc(-c2ccccc2)n1)NNC(=O)c1ccccc1 | -11.5 | -0.8%
CC1=C(C(=O)NC(C)CCc2ccccc2)C2(CCC(C)CC2)OC1=O (configuration not stated) | 5.3 | 3.2%
O=C(CCS(=O)(=O)c1cccc2nsnc12)NCc1ccccc1 | · | 2.8%
COc1ccc(C(C(=O)NC2CCCCC2)N(C(=O)CCl)c2ccc(C)cc2)cc1 (configuration not stated) | · | 2.4%
Cc1ccc(S(=O)(=O)NNC(=O)c2cnn(-c3ccccc3)c2C(F)(F)F)cc1 | 8.5 | -0.8%
COc1cc(-c2nc(-c3ccc4c(c3)-c3ccccc3S4(=O)=O)c(-c3ccccc3)[nH]2)cc(OC)c1O | · | -0.1%
Cc1ccc(Cn2cnc3c(nnn3Cc3ccc(Cl)cc3)c2=O)cc1 | -1.8 | 0.4%
C#CCOCCOCCOCCNc1nc(N2CCN(C(=O)[C@H]([C@@H](C)CC)n3cc(CCC(=O)O)nn3)CC2)nc(N2CCN(C(=O)[C@H](C)n3cc(CCCN=C(N)N)nn3)CC2)n1 | · | 1.6%
CCN(CCNC(=O)CN(C)S(=O)(=O)c1cccc2nsnc12)c1ccccc1 | · | -4.3%
CC(C)(C)c1ccc(OC(=O)c2ccc(-n3cncn3)nc2)cc1 | 4.5 | -0.3%
Cc1ccc(NC(=O)Nc2cccc([N+](=O)[O-])c2)nc1 | 1.5 | 0.6%
COc1ccc(CNC(=O)CCc2nc3cc(S(=O)(=O)N(C)C)ccc3n2C)cc1OC | 10.6 | 2.5%
COc1cc(/C=N/NC(=O)CCN2CCCCC2)ccc1O | 17.6 | 2.2%
Fc1cccc(Cl)c1CSc1ccc(-c2cccnc2)nn1 | 4.6 | -3.8%
CCc1nnc(NC(=O)CSc2nnc(CNc3ccc(F)cc3)n2C2CCCCC2)s1 | 0.9 | -6.0%
CCCCCCCCCn1c2c(c(=N)c3c1CCC3)CCCC2 | -2.3 | -6.8%
COc1ccc(NC(=S)N(CCCN2CCCC2)Cc2cccn2Cc2ccc(Cl)cc2)cc1Cl | -7.5 | -5.6%
COc1ccc(NC(=O)COC(=O)C2CCC(C(C)(C)C)CC2)c([N+](=O)[O-])c1 (configuration not stated) | -13.0 | 2.6%
Cc1cccc(OCc2nnc(NC(=O)c3cccs3)s2)c1 | 1.5 | -3.1%
Cc1cc(NC(=O)c2nn3cccnc3c2Cl)no1 | -12.3 | 2.2%
CCC(=O)Nc1ccc(NC(=S)NC(=O)/C=C/c2ccccc2)cc1 | -7.4 | -0.6%
O=C(/C=C/c1ccc2c(c1)OCO2)NCc1cn2cc(Cl)ccc2n1 | 3.2 | -0.8%
COCCNC(=O)c1onc(CSc2cccc(Cl)c2)c1C(=O)O | 13.0 | 2.4%
CC(=O)c1cccc(NC(=O)c2ccc3c(=O)n4c(nc3c2)CCCCC4)c1 | 34.4 | -2.9%
Cc1cc(NC(=O)CSc2nc(-c3ccco3)cc(C(F)(F)F)n2)no1 | -4.2 | -3.5%
CCOC(=O)c1ccc(NC(=O)Nc2cccc(C)n2)cc1 | 2.5 | -4.2%
Cc1c(Cc2ccccc2)c(=O)oc2cc(OCc3nn[nH]n3)ccc12 | 13.9 | 8.1%
COC(=O)CC/C(=N/Nc1ccc(Cl)c(Cl)c1)C(=O)OC | 9.1 | -0.2%
Oc1ccc(Br)cc1-c1ccn[nH]1 | 10.7 | 1.3%
CCOC(=O)C(=O)C1=C(N2CCOCC2)/C(=C\c2ccc(F)cc2)CC1 | 5.3 | 0.1%
Cc1ccc(OCCN2CCCCCC2)c(C)c1 | -1.4 | 0.0%

Three compounds from above, ordered by heavy-atom count, ascending:
smiles | Mtb RmlCD inh | M. tuberculosis GlmU
COC(=O)CC/C(=N/Nc1ccc(Cl)c(Cl)c1)C(=O)OC | 9.1 | -0.2%
Cc1cccc(OCc2nnc(NC(=O)c3cccs3)s2)c1 | 1.5 | -3.1%
O=C(/C=C/c1ccc2c(c1)OCO2)NCc1cn2cc(Cl)ccc2n1 | 3.2 | -0.8%

(list continues)
smiles | Mtb RmlCD inh | M. tuberculosis GlmU
Cc1ccc(CNC(=O)Cc2csc(Nc3nc(=S)[nH]c4ccccc34)n2)cc1 | -4.5 | ·
Cc1ccc(S(=O)(=O)NCC23C=CC(O2)C2C(=O)N(c4ccccc4)C(=O)C23)cc1 (configuration not stated) | -6.7 | 6.7%
CCC(=O)Nc1ccc(N2CCCCC2)cc1 | 3.0 | -0.3%
Cc1cc(C)cc(NS(=O)(=O)c2ccc3c(c2)c(=O)n(C)c(=O)n3C)c1 | 9.1 | -1.2%
COc1cccc2c(SCC(=O)N/N=C/c3ccccc3)cc(C)nc12 | 2.7 | -7.5%
CNC(=O)CN1C(=O)CSc2ncccc21 | -8.2 | 1.0%
O=C(COc1ccccc1)NC(=S)N1CCc2ccccc21 | 14.0 | -2.1%
Cc1ccccc1N/C(=C(/C(Cl)=C(Cl)Cl)[N+](=O)[O-])n1nnc2ccccc21 | -2.7 | -6.2%
O=C(CCNC(=O)Cn1cnc2ccccc2c1=O)NCC1CCCO1 (configuration not stated) | -2.4 | 2.9%
CCCCCCOc1ccc(C(=O)n2cnc(N)n2)cc1 | · | 3.2%
CC(=O)c1c(C)n(-c2ccc(N(C)C)cc2)c2ccc(OCC(N)=O)cc12 | · | 3.3%
COc1ccc(OCC(=O)N2CC3(C)CC2CC(C)(C)C3)cc1 (configuration not stated) | -2.5 | 0.8%
COc1ccc(Nc2nnc(C)c(=O)[nH]2)cc1 | -3.2 | -2.5%
CCc1nccn1-c1cc(C(C)(C)C)nc2c(-c3ccc(Cl)cc3)cnn12 | 6.8 | -0.7%
CC1CCN(C(=O)C2CCN(S(=O)(=O)c3cccc4nsnc34)CC2)CC1 | 8.1 | -7.9%

Other results follow.
Compound	Mtb RmlCD inh	M. tuberculosis GlmU
Cc1nc2c(C(=O)NCc3cccs3)cnn2c(C)c1Cc1ccc(F)cc1	6.0	-2.1%
Cc1nc(SCC(=O)Nc2ccc(OCc3ccccc3)cc2)n[nH]1	·	-3.0%
COc1ccc2cc(/C=N/NC(=O)c3ccc(CN(c4ccc(C)c(C)c4)S(C)(=O)=O)cc3)c(Cl)nc2c1	·	4.6%
CC(=O)NCCc1nc2ccccc2n1Cc1ccccc1	6.2	-2.0%
Cc1ccc(C(=O)/C=C/Nc2cccc(O)c2)cc1	2.3	0.2%
Cc1ccc(N2CCN(CC(O)COC3CCCCC3)CC2)cc1 (configuration not stated)	14.8	-4.5%
O=C(CC(=O)NC1CCCCC1)N/N=C/c1ccccc1Cl	12.0	4.5%
CC1(C)C2CCC1(C)C(NC(=O)/C=C/c1ccccc1)C2 (configuration not stated)	-6.6	1.2%
O=S(=O)(c1ccc(NC2CCCCC2)cc1)N1CCOCC1	2.1	0.2%
CC(C)N1C(=O)S/C(=C/c2cccnc2)C1=O	·	-0.4%
CC(=O)c1c(O)c2ccccc2n(C2CCCCC2)c1=O	7.1	1.9%
COc1ccccc1NC(=O)/C=C/c1ccc(OC)c(S(=O)(=O)N2CCOCC2)c1	7.4	1.6%
Oc1ccccc1-c1nnc(COc2ccccc2)o1	-3.2	3.5%
Cn1[nH]c(=O)c(Cl)c(Cl)c1=O	-7.2	1.4%
C/C(=N\NC(=O)c1ccccc1)c1cc2cc([N+](=O)[O-])ccc2oc1=O	6.4	0.1%
Cc1[nH]n(C(C)(C)C)c(=O)c1Sc1ccccc1	-2.5	5.4%
CCCCS(=O)(=O)N1C2=NC(C(=O)OC)=C(C(=O)OC)[C@@H]3N(C)c4ccc(OC)cc4[C@]23C[C@H]1C(=O)OC	·	-1.2%
Cc1ccc(CNC(=O)c2ccc3c(c2)S(=O)(=O)c2ccccc2C3=O)o1	·	-1.6%
COc1ccc(CN2C(=O)NC(=O)/C(=C\c3cc(OC)c(OC)c(OC)c3)C2=O)cc1	3.0	3.4%
Cc1ccc(NC(=S)NCCO)c(C)c1	·	-2.2%
COc1ccc(NCC(=O)N/N=C/C=C\c2ccccc2)cc1	·	-1.8%
Cc1ccc(NC(=O)c2noc3c2CC(C(C)(C)C)CC3)cc1 (configuration not stated)	-8.8	5.0%
NS(=O)(=O)c1ccc(NC(=O)CN2CCCc3ccccc32)cc1	6.4	-1.5%
c1ccc(-c2nn3c(C4CCCCC4)nnc3s2)cc1	·	-1.1%
O=C(NCc1ccccc1)c1ccc(CS(=O)(=O)c2ccccc2)o1	·	-4.9%
O=c1c(F)cn(C2CCCO2)c(=O)n1Cc1ccccc1Cl (configuration not stated)	-6.1	0.9%
Cc1ccc(-c2nc(CS(=O)CC(=O)NCCN3CCCC3)c(C)o2)cc1 (configuration not stated)	5.0	1.2%
NS(=O)(=O)c1ccc(N/N=C/c2ccc(O)cc2O)c([N+](=O)[O-])c1	8.4	2.3%
O=c1c2ccccc2nnn1Cc1ccc(F)cc1	-10.7	-0.5%
COC(=O)c1cc(COc2ccc3oc(C)c(C(=O)OC)c3c2)c(C)o1	·	-1.0%
CCc1ccc(-c2nnn(CCC(=O)OC)n2)cc1	·	3.0%
COc1ccc2[nH]c(=O)c(CN(Cc3cccs3)Cc3nnnn3C(C)(C)C)cc2c1	5.3	3.0%
O=C(COc1ccc([N+](=O)[O-])cc1)Nc1cccnc1	1.1	-2.7%
CN=C(c1ccco1)n1c(=S)nc(-c2ccco2)n(C)c1=S	6.0	0.6%
CCS(=O)(=O)c1ccc2c(c1)NC(=O)C(CCCl)O2 (configuration not stated)	-8.3	1.3%
CN(CC(=O)NC(=O)NCc1ccco1)CC(=O)Nc1ccccc1Cl	10.5	-1.8%
Cc1cc(O)c(C(C)C)cc1NS(=O)(=O)c1ccccc1	-3.4	1.0%
COc1ccc(C2CC(C)=C(C#N)S(=O)(=O)C2C#N)cc1 (configuration not stated)	6.3	-10.2%
CN=C1S/C(=C\c2ccc(N3CCCC3)c(F)c2)C(=O)N1C	8.1	-4.1%
Cc1ccc(COc2ccc(/C=N/NC(=O)c3ccc(CN4CCOCC4)cc3)cc2)cc1	-44.6	-1.0%
CCOC(=O)c1ccccc1NC(=O)CSc1nnc(COc2ccccc2)n1CC	-4.5	6.2%
CN(/N=C/c1cccnc1)c1cnn(-c2ccc(F)c(Cl)c2)c(=O)c1Cl	·	1.0%

Compound activity from PubChem.
